# CHRM1 PAM: human M1 muscarinic receptor positive allosteric modulators, primary screen, CHO-K1 cells, Fluo-8 calcium fluorescence, 1536-well; activation, % at 3 µM; Muscarinic acetylcholine receptor M1 (Homo sapiens), P11229; AID 588819, 2011; 0.088% of 360,000 active; CHO-K1 hM1, ACh EC20; 0% = ACh EC20, 100% = maximal ACh; in the data active means activation above about 19%, passing the limit was not always enough
# Target sequence (P11229 whole entry, looked up): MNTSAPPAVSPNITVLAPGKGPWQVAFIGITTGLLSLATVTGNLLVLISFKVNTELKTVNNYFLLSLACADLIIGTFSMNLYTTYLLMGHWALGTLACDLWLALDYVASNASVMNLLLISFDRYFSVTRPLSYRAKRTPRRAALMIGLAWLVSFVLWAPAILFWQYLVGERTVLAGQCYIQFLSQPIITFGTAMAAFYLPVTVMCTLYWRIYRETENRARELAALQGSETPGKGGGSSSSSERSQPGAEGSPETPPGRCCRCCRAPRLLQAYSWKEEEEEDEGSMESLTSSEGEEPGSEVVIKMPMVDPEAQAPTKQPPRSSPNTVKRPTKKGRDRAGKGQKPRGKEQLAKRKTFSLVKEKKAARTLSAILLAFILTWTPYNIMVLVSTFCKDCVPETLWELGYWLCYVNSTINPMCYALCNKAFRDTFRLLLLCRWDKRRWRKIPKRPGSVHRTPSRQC
# OXTR potentiate: human OXTR potentiators, primary screen, fluorescence, CHO-OTR cells, Fluo-8 calcium. Oxytocin receptor (Homo sapiens), P30559. Fluo-8 calcium fluorescence, potentiator mode; 0% = oxytocin EC15, 100% = EC100. activation, % at 3 µM. 0.061% of 320,000 active;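 active means activation above that plate's cutoff, the mean activation of tested compounds plus 3 SD, cut at about 6.6% in these data, passing the limit was not always enough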;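 further: 100% uses oxytocin at 75 nM as the full agonist control; some results filed as inactive read as strong as hits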
# Target sequence (P30559 whole entry, looked up): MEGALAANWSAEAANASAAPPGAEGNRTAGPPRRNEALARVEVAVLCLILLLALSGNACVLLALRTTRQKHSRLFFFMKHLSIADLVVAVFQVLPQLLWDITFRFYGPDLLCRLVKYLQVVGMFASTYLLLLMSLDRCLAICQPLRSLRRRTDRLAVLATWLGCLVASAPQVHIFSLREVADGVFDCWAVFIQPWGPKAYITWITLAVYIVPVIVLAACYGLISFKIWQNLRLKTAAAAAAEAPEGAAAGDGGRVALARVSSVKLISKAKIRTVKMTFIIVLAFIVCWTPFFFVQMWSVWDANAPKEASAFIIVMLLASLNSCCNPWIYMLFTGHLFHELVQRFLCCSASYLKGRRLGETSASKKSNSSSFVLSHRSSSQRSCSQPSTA
#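 Dosing: Single dose, 3.0 µM nominal final compound concentration | Material: Human OTR in CHO cells | Technique: Kinetic Fluo-8 calcium fluorescence | Benchmarks: EC15 oxytocin alone as 0%, 75 nM oxytocin as 100% | Probe or stimulus: Oxytocin at about EC15, sub-maximal agonist stimulus | Incubation: Compound 6 min at room temperature before oxytocin, 100 s read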
# CHRM4 antagonist: human M4 muscarinic receptor antagonists, primary screen, CHO cells, Fluo-8 calcium fluorescence | Muscarinic acetylcholine receptor M4 (Homo sapiens), P08173 | CHO-hM4 cells, ACh EC80 | inhibition, % at 3 µM | 0.73% of 360,000 active | AID 624125, 2012;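 active means inhibition above its plate's cutoff, the mean inhibition of sample wells plus 3 SD, cut at about 27% in these data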;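 further: 0% = acetylcholine EC80 with DMSO and 100% = DMSO without agonist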
# M1 antag: human M1 muscarinic receptor antagonists, primary screen, CHO-K1 cells, Fluo-8 calcium fluorescence, 1536-well | Muscarinic acetylcholine receptor M1 (Homo sapiens), P11229 | CHO-K1 hM1, ACh EC80 antagonist | AID 588852, 2011 | 1.3% of 360,000 active | inhibition, % at 3 µM;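 active means percent inhibition above its own plate's cutoff, namely the mean of that plate's compound wells plus 3 SD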;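 further: peak over basal fluorescence ratio during 140 s after agonist addition; 0% = ACh EC80 plus DMSO and 100% = DMSO alone without agonist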
# M4 ag: human M4 muscarinic receptor agonists, primary screen, CHO-K1 cells, Fluo-8 calcium fluorescence | Muscarinic acetylcholine receptor M4 (Homo sapiens), P08173 | CHO-K1 hM4/Gqi5; vehicle 0%, full acetylcholine response 100% | activation, % at 3 µM | 0.14% of 360,000 active | AID 624127, 2012;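 active means activation above the run mean over all test wells plus 3 SD, cut at about 32% in these data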;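 further: peak over basal fluorescence ratio per well then scaled between controls; 0% = DMSO wells and 100% = acetylcholine at EC100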
# CHO parental Ca: ATP-evoked calcium signal inhibitors, parental CHO, primary screen, counter-screen for OX1R antagonist project, cell-based, fluorescence, Fluo-8 calcium dye | 0.63% of 330,000 active | parental CHO-K1, ATP-induced calcium, Fluo-8 fluorescence | inhibition, % at 5.6 µM;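 active means inhibition above that plate's mean sample inhibition plus 3 SD, cut at about 26% in these data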;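 further: 0% = ATP-challenged DMSO wells and 100% = DMSO wells without ATP; some compounds past the cut are filed as inactive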
#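 Material: Parental CHO cells | Reagent: ATP | Compound dosing: Single nominal dose of 5.6 µM per compound | Detection: Intracellular calcium via Fluo-8 no-wash fluorescent dye | Read-out: % inhibition of ATP-induced calcium mobilization | Benchmarks: Low control ATP plus DMSO, high control DMSO only | Replicates: Singlicate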
# CHO-K1 Ca ag: counter-screen for M1 agonists: effect in parental CHO-K1 cells. Fluo-8 calcium fluorescence; scaled to maximal ATP response, vehicle zero. activation, % at 3 µM. 0.48% of 360,000 active. AID 602248, 2012; in the data active means activation above about 15%;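 further: untransfected CHO-K1 host cells lacking M1 receptor as counterscreen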
# M1 ag: human M1 muscarinic receptor agonists, primary screen, Fluo-8 calcium fluorescence, CHO-K1 cells, HTS | CHO-K1 hM1, agonist mode; 0% DMSO, 100% acetylcholine EC100 | 0.33% of 360,000 active | Muscarinic acetylcholine receptor M1 (Homo sapiens), P11229 | activation, % at 3 µM;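 active means activation above the run's mean compound activation plus 3 SD, cut at about 16% in these data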;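 further: peak over basal fluorescence ratio within a 140 s kinetic read after compound addition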
# CHO-K1 Ca antag: nonselective inhibitor or artifact in parental CHO-K1 cells. AID 602250. 0.6% of 360,000 active. ATP-induced calcium, Fluo-8 fluorescence. inhibition, % at 3 µM;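 active means inhibition above a per-plate cutoff, the plate's mean sample inhibition plus 3 SD, cut at about 24% in these data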;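 further: 0% = DMSO plus EC80 ATP and 100% = DMSO alone without ATP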
# * hit, by the source's call; nt = not tested or not shown.
# Start of the data: the first 2 compounds as a preview:
SMILES,CHRM1 PAM,OXTR potentiate,CHRM4 antagonist,M1 antag,M4 ag,CHO parental Ca,CHO-K1 Ca ag,M1 ag,CHO-K1 Ca antag
C/C(=N/N1CCN(c2ccccn2)CC1)c1ccc([N+](=O)[O-])cc1,7,-1,4,-3,2,-11,1.2,-6,-13
Cc1noc(C(F)(F)F)c1C(=O)NNC(=O)c1ccccc1,7,0,-4,-14,1,-7,0.3,-2,-5

# The list itself, repeating the preview:
SMILES,CHRM1 PAM,OXTR potentiate,CHRM4 antagonist,M1 antag,M4 ag,CHO parental Ca,CHO-K1 Ca ag,M1 ag,CHO-K1 Ca antag
C/C(=N/N1CCN(c2ccccn2)CC1)c1ccc([N+](=O)[O-])cc1,7,-1,4,-3,2,-11,1.2,-6,-13
Cc1noc(C(F)(F)F)c1C(=O)NNC(=O)c1ccccc1,7,0,-4,-14,1,-7,0.3,-2,-5
CSc1ccccc1NC(=O)CCc1ccccc1,8,-12,-11,-5,0,-15,-0.1,-4,-20
COc1ccc(OC)c(C(=O)c2ccc(C(=O)c3cc(OC)ccc3OC)cc2)c1,8,2,3,-12,1,-4,0.2,-1,-10
O=C(CSc1ccc(-c2cccnc2)nn1)Nc1ccc(F)c(F)c1,-4,-14,1,7,11,-11,6.0,1,2
CCN(C(=O)CSc1nc(C)cc(=O)[nH]1)C1CCCCC1,4,-4,-1,-5,0,-6,0.3,-1,-9
CC(C)Oc1cccc(C(=O)NC(=S)Nc2ccccc2N2CCOCC2)c1,-4,-6,12,6,2,-6,0.5,-3,-5
Cc1ccc(NC(=O)N2CCN(C(=O)C3CCCO3)CC2)cc1 (stereo not drawn),17,-2,8,-13,0,-4,-0.3,3,-4
C[C@H](NC(=O)c1nc[nH]c1C(=O)N1CCc2ccccc2C1)C(=O)OCc1ccccc1,-12,-6,-7,16,25,-5,5.4,-3,-11
COc1cc2c(cc1NC(=S)NC(=O)c1c(OC)cccc1OC)oc1ccccc12,1,-11,12,6,2,0,0.6,-4,-4
O=C(CSCc1cccs1)N1CCCC1,3,0,-5,-2,0,-6,-0.1,-3,-5
COc1ccc(C(C(=O)NC2CCCC2)N2CCc3ccccc32)cc1 (stereo not drawn),5,-5,-6,-5,-1,-10,0.5,-5,-13
O=C(c1cc(C2CC2)on1)N1CCCC(N2CCN(c3ccc(F)cc3)CC2)C1 (stereo not drawn),4,-6,-5,-10,0,-6,1.0,-5,-17
CC(C)=N/N=C(\c1cccc([N+](=O)[O-])c1)C12CN3CN(CN(C3)C1)C2,-21,-1,18,62*,1,3,1.0,15,-14
CC1(C)Cc2c(sc3nc(SCC(=O)NCc4ccco4)n(-c4ccccc4)c(=O)c23)CS1,19,-10,-6,-22,2,-15,0.7,1,-19
CC(C)C[C@@H](NC(=O)C1CCC(CNC(=O)[C@@H]2CCCN2C(=O)OC(C)(C)C)CC1)C(=O)O (stereo partly drawn),-8,nt,0,101*,1,nt,-0.2,0,6
Cc1cccc(OCc2ccc(C(=O)N3CCOCC3)o2)c1,10,1,-3,-5,2,-3,2.1,-6,-17
CCC1=NN(C(=O)Cc2ccc([N+](=O)[O-])cc2)C(O)(C(C)(C)C)C1 (stereo not drawn),2,-3,-2,1,2,-4,0.2,-7,7
COc1ccccc1NC(=O)CN1CCN(c2ccccc2OC)CC1,3,-1,-9,-2,3,-4,1.4,-5,-13
COc1ccccc1C1CCN(c2ccc(CO)cc2[N+](=O)[O-])CC1,-4,-13,5,14,0,-2,0.1,-4,8
COC(=O)c1cc(S(=O)(=O)NCc2ccc(Br)cc2)c[nH]1,-3,-10,0,-2,5,-6,2.0,1,5
COC(C[C@H]1O[C@@H]1[C@@H](O)COCc1ccccc1)OC,7,nt,-4,-3,1,nt,1.0,-2,-8
COc1ccc(C)cc1NC(=O)C(Sc1nnnn1C)c1ccccc1 (stereo not drawn),5,-4,-4,-5,0,-14,0.8,-4,-5
C=C(CN(C)C)C(=O)c1ccc(OC2OC(COC(C)=O)C(OC(C)=O)C(OC(C)=O)C2OC(C)=O)cc1 (stereo not drawn),-9,nt,18,18,15,nt,4.8,0,-6
Cn1nc(C(=O)Nc2ccc3c(c2)OCCO3)c2ccccc2c1=O,3,7,0,-11,6,-19,0.8,-6,-15
Cc1c(-n2cc(C(=O)O)c(=O)c3cc(F)c(N4CCCC4)c(F)c32)c(=O)n(-c2ccccc2)n1C,7,-10,1,-2,0,-13,2.4,-2,5
CCS(=O)(=O)N1CCC(C(=O)Oc2ccc(C)c(C)c2)CC1,5,0,7,-8,1,-2,1.8,-3,0
NC(=O)CC(NC(=O)c1ccccc1)c1ccc(NC2CCCC2)c([N+](=O)[O-])c1 (stereo not drawn),4,-12,-2,-1,2,-17,0.2,-5,-14
CN(Cc1cccs1)C(=O)Cn1cnc2cc([N+](=O)[O-])ccc2c1=O,1,-5,7,0,3,-2,0.0,-3,11
NC(=S)NN=Cc1nccc2c(C(F)(F)C(F)(F)C(F)(F)F)cccc12,9,nt,-6,-16,1,nt,1.3,-1,2
COc1ccccc1NC(=O)C1CCCN1S(=O)(=O)c1cccc2nsnc12 (stereo not drawn),4,-4,0,-1,2,-12,0.8,-3,-12
CC(C)(C)OC(=O)N/N=C/c1cccc([N+](=O)[O-])c1,-1,-7,-4,12,3,-3,-0.6,0,21
CCOC(=O)C(=N/O)/C(C)=N/NC(=O)C(=O)Nc1cc(Cl)ccc1Cl,3,-4,-12,-5,3,-10,1.9,-3,-3
O=C(CCCn1c(=O)c2cccn2c2cccnc21)NCCc1ccc(Cl)cc1,3,-7,-3,-7,2,-17,0.6,-2,-1
NC(=O)CC(NC(=O)c1cccc(Br)c1)c1ccc(N2CCCCCC2)c([N+](=O)[O-])c1 (stereo not drawn),9,3,3,0,2,-6,7.7,-2,1
CCOC(=O)COc1c(OC)cc(Cl)cc1C1NC(=O)NC(C)=C1C(C)=O (stereo not drawn),7,-2,-7,-1,-1,-18,0.1,-5,-23
COc1ccc(CCNC(=O)c2ccc(NS(=O)(=O)c3ccc4[nH]c(=O)[nH]c4c3)cc2)cc1OC,16,-1,0,-20,1,1,0.8,-1,-9
COc1cccc(C(C[N+](=O)[O-])c2c(C)[nH]n(-c3ccccc3)c2=O)c1 (stereo not drawn),7,-5,-4,-6,2,-1,1.3,-2,-9
Cc1c(Br)c([N+](=O)[O-])nn1CCCC(=O)Nc1c(C)n(C)n(-c2ccccc2)c1=O,-24,0,3,82*,0,-6,-0.3,-8,6
Cc1ccsc1/C=N/n1c(-c2ccco2)n[nH]c1=S,8,-3,7,-7,1,0,0.5,-2,-2
O=C(Nc1nncs1)c1cc(-c2ccncc2)nc2ccc(Cl)cc12,7,-1,-1,-8,0,-12,1.1,-2,-12
COC(=O)C1CCCN1C(=O)C1CCCN1C(=O)CNC(=O)OCc1ccccc1 (stereo not drawn),11,-8,1,-40,1,-11,-0.1,0,-7
COc1ccc(N=c2oc3cc(O)ccc3cc2C(=O)Nc2ccccn2)cc1OC,2,-2,5,10,0,3,0.3,-2,-9
CC1(C(=O)NS(=O)(=O)c2cccc(C#N)c2)CCN1C(=O)C/C=C/c1ccccc1 (stereo not drawn),10,nt,-17,-15,1,nt,0.7,-2,-14
Cc1ccc(CS(=O)Cc2ccc(C(=O)NCc3ccccc3Cl)o2)cc1 (stereo not drawn),-13,-3,8,39*,2,-17,0.2,-4,-2
O=C(Cc1ccsc1)NCC(c1ccco1)N1CCCCC1 (stereo not drawn),-3,-14,6,1,0,-25,0.1,-4,-9
Cn1c(=O)[nH]c(=O)c2c1nc(N1CCCCCC1)n2Cc1cccc2ccccc12,10,-12,1,-13,0,-14,-0.1,2,4
COc1ccc(S(=O)(=O)Nc2cccc3c2O[C@H](CN(C)S(=O)(=O)c2ccccc2)[C@@H](C)CN([C@H](C)CO)C3=O)cc1,0,6,3,0,3,-13,-0.2,-7,-8
Cc1cccc(Cn2ccc(N)n2)c1,-1,-1,-6,6,0,-11,-0.1,-1,16
CCc1cc(C(=O)N(Cc2ccccc2)c2c(N)n(CCOC)c(=O)[nH]c2=O)sc1C,1,-4,-15,6,2,-22,0.3,-2,2
CN1CCN(C(=O)c2cc3c(C(F)(F)F)nn(C)c3s2)CC1,5,0,1,-9,1,-3,0.1,-5,-2
COCCNC(=O)C(c1ccc(F)cc1)N(CCOC)C(=O)CCC(=O)Nc1nccs1 (stereo not drawn),8,-10,2,-17,1,-7,0.0,3,10
CCOC(=O)Cc1csc(NC(=S)NC(=O)C(C)(C)C)n1,3,-2,3,-6,3,-10,2.7,-7,0
Cc1ccc(NC(=O)CN(C)C(=O)c2cccc(S(=O)(=O)NCc3ccco3)c2)cc1,7,-2,1,-9,0,-9,0.2,-4,-13
CCOC(=O)c1ccc(N(CC(=O)NC2CCCCC2)C(=O)CNC(=O)c2ccco2)cc1,-1,-7,5,3,2,-33,0.1,-5,-5
N#CC1=CC2CN(Cc3ccccc3)C1C1C(=O)N(c3ccccc3)C(=O)C21 (stereo not drawn),-1,nt,-5,-4,4,nt,2.5,7,-14
O=C(c1c(F)cccc1F)N1CCCC(c2nc(-c3ccc(F)cc3)no2)C1 (stereo not drawn),10,-10,-7,-16,8,-14,0.1,0,23
COc1ccccc1C1CC(c2ccc(Cl)cc2Cl)Nc2nc(N)nn21 (stereo not drawn),4,-4,0,-5,4,-10,1.3,1,6
Cc1ccc(Nc2nc(COC(=O)C3CC3)cs2)cc1,5,-13,-4,-13,2,-25,1.2,-4,-19
O=C(COc1coc(CN2CCc3ccccc3C2)cc1=O)Nc1ccccc1F,-1,-8,-4,7,2,-12,0.0,-4,10
# (more compounds)
SMILES,CHRM1 PAM,OXTR potentiate,CHRM4 antagonist,M1 antag,M4 ag,CHO parental Ca,CHO-K1 Ca ag,M1 ag,CHO-K1 Ca antag
CC1(c2ccc(Cl)cc2Cl)NC(=O)N(CC(=O)Nc2cccnc2Cl)C1=O (stereo not drawn),-4,0,10,9,3,-11,2.0,-2,-1
CCOC(=O)Cc1csc(N/N=C\c2cccc(Br)c2)n1,6,-12,-14,-3,1,-21,1.2,-3,-7
N#Cc1ccc(CSc2ncccn2)cc1,9,-8,12,-10,-1,0,1.1,-3,-10
O=C(NCc1ccccc1)C(c1ccc(Cl)cc1)N(C(=O)c1csnn1)C1CC1 (stereo not drawn),7,-10,-16,-9,6,-4,2.6,-1,-12

# Screening data from PubChem.
